Shn3 3UTR inh: reduces Shn3 3'UTR luciferase signal in osteoblasts; inhibition, % at 12.5 µM; AID 588674; 360,000 tested, 0.52% active; Clone20 osteoblast Shn3 3'UTR firefly luciferase, 24 h;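 active means mean inhibition of at least 75% with every replicate also reaching 75%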;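 further: 0% = median of neutral control wells and 100% = pilot-screen positive control compound; some compounds past the cut are filed as inactive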
NR2E3 ag-1: human photoreceptor-specific nuclear receptor agonism. Q9Y5X4. CHO-S Gal4-NCOR/VP16-NR2E3 two-hybrid, luciferase. inhibition of corepressor binding, % at 3.98 µM. 360,000 tested, 0.35% active. AID 602229;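 active means inhibition above the mean of all tested compounds plus 3 SD, cut at about 70% in these data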;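 further: 0% = DMSO with NR2E3 transfected cells and 100% = cells lacking NR2E3 construct; higher means lower luciferase signal from less NR2E3 corepressor binding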
Target sequence (Q9Y5X4 whole entry, looked up, the tested form may be a part): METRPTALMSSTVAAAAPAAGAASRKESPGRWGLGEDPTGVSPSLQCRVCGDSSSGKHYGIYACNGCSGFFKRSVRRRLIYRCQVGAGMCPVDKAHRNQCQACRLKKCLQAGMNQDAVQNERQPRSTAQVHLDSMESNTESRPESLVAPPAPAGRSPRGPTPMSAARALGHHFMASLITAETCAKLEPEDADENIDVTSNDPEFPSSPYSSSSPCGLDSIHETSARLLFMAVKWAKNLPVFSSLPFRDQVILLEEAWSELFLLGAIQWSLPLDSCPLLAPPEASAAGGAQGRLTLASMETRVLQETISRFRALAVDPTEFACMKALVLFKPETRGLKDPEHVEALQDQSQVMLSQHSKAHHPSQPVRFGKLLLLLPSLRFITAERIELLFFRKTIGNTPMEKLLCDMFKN
CF NFkB inh: blocks PAF-induced NF-kB reporter in cystic fibrosis cells | 360,000 tested, 0.86% active | inhibition, % at 5 µM | KKLEB NF-kB-GFP reporter, GFP fluorescence overnight;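 active means at least 50% inhibition at 5 µM, scaled per plate between neutral and stimulator controls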;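 further: PAF is a Pseudomonas aeruginosa culture filtrate used as stimulus; plate controls were PAF-stimulated DMSO wells for no effect and unstimulated DMSO wells for full effect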
Vif inh: inhibitors of HIV Vif; HEK293T cells, Vif self-association by quenched fluorescence, imaging, 24 h; AID 602346; 340,000 tested, 0.35% active; inhibition, % at 7.49 µM; in the data active means inhibition above about 50%, passing the limit was not always enough; further: some results filed as inactive read as strong as hits
NR2E3 ag-2: activates human photoreceptor nuclear receptor NR2E3 | AID 2300 | Q9Y5X4 | 320,000 tested, 0.12% active | inhibition of corepressor binding, % at 4.78 µM | GST-NR2E3/biotin-RetCOR TR-FRET, 1536-well;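 active means percent inhibition above the cutoff of mean plus 3 SD of all tested compounds, set per screening campaign, cut at about 20% in these data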;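 further: 0% = DMSO wells and 100% = biotin wells as full block of FRET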
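Material: NR2E3–RetCOR corepressor complex | Quantity: 1.35 nM GST-tagged NR2E3 final | Schedule: 5 h at 4 °C | Replication: Singlicate compound wells | Reagent: RetCOR corepressor, biotinylated, 7 nM | Controls: Biotin wells as high control, 0.6% DMSO wells as low control | Signal: TR-FRET, Eu(K)-anti-GST donor, streptavidin-D2 acceptor, ex 340, em 617/671 nm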
Peg3 prom inh: Peg3 promoter activity inhibition. HeLa PEG-Prom luciferase reporter, luminescence, overnight. inhibition, % at 20 µM. 360,000 tested, 1.7% active. AID 588405;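 active means inhibition of at least 50% at 20 µM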
PDI turbidity: blocks human protein disulfide isomerase activity; P07237; 350,000 tested, 0.052% active; PDI insulin aggregation turbidity, A650, 90 min; AID 588391; inhibition, % at 10 µM;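 active means mean inhibition across replicates of 30% or more, whatever share of single replicates reach that level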;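 further: absorbance from insulin aggregation driven by PDI reduction with DTT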
Target sequence (P07237 whole entry, looked up): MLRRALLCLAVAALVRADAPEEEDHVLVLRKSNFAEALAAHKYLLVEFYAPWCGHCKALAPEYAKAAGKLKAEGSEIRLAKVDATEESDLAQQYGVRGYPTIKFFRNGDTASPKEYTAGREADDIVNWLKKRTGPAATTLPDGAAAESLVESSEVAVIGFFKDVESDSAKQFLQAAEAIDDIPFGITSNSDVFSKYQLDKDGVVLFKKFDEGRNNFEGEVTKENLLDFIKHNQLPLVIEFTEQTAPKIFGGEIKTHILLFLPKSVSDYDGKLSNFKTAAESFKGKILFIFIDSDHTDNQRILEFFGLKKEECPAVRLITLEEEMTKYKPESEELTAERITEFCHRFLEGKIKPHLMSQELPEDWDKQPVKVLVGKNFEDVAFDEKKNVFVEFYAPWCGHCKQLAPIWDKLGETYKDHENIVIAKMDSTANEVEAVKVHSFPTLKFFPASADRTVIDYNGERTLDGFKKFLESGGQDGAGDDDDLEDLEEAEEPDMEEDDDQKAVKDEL
CaV13 ICDI inh: Primary screen for inhibitors of IQ motif and Ca2+-dependent inactivation inhibitor domain binding in CACNA1D, Förster resonance energy transfer in living cells, … | inhibition, % at 12.3 µM | 340,000 tested, 0.098% active | HEK cells, CFP/YFP FRET ICDI-IQ, plate reader, 10 min; percent FRET-ratio fall versus neutral wells;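 active means mean replicate inhibition of at least 30% and at least 1% of replicates passing that level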;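 further: 0% = median of the neutral control wells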
KKLEB cytotox: counter-screen for CF NF-kB inhibitors: cytotoxicity; activity change (cytotoxicity), % at 5 µM; 360,000 tested, 0.36% active; KKLEB CF airway cells viability, ATPlite luminescence, overnight; active compounds read low; cells stimulated with P. aeruginosa culture filtrate;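 active means corrected activity change at or below -50% at 5 µM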
HIF-2a block: blocks HIF-2a reporter activity; 786-0 RCC cells HIF-2a reporter, luciferase luminescence, overnight; inhibition, % at 18.8 µM; 360,000 tested, 0.72% active; AID 624352;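 active means inhibition of the luminescence signal of 40% or more relative to plate controls, in a single-dose primary screen at 18.75 µM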
TRPM1 prom inh: inhibitors of MITF-driven TRPM1 promoter in melanoma cells. SK-MEL-5 TRPM1 promoter luciferase, 24 h. inhibition, % at 12.5 µM. 330,000 tested, 0.83% active;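 active means mean inhibition across replicates of 60% or more, whatever share of single replicates reaches that level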; further: values of inactives mirror those of a sister screen read the other way
* hit, by the source's call; nt = no result given. Random draw from the library (roughly 3.3% active in at least one column).

SMILES	Shn3 3UTR inh	NR2E3 ag-1	CF NFkB inh	Vif inh	NR2E3 ag-2	Peg3 prom inh	PDI turbidity	CaV13 ICDI inh	KKLEB cytotox	HIF-2a block	TRPM1 prom inh
O=C(Cn1c(=O)[nH]c2ccccc2c1=O)Nc1cccnc1	6	-15	-30	2	1	9	-2	-3	11	5	14
COc1cc(Cl)ccc1OCc1cc(C(=O)N2CCC(N(C)C)C2)no1 (stereo not drawn)	-17	-14	21	-6	-1	-45	-3	-2	-5	-30	6
Cc1ccc2c(c1)C1CN(C)CCC1N2C(=S)Nc1ccc(Cl)cc1Cl (stereo not drawn)	18	4	6	-7	1	-2	9	-6	6	1	3
COc1ccccc1NC(=O)Cn1cnc2c1c(=O)n(C)c(=O)n2C	-3	-13	-3	2	1	5	6	-5	3	14	12
CCc1nc(SCC(=O)Nc2ccccc2Cl)n[nH]1	-7	6	1	-4	4	-7	-5	-6	-9	-3	-1
N#Cc1c(C#N)c(O)c2ccccc2c1O	0	-2	-3	3	-4	9	-7	-19	-2	12	12
CCn1c(CC(=O)Nc2ccc(Cl)c(Cl)c2)nnc1SCc1ccc(Cl)cc1	13	-4	6	8	-1	24	-2	nt	2	19	7
Cc1cc(C)cc(NC(=S)NCC2CCN(C(C)c3ccccc3)C2)c1 (stereo not drawn)	-8	23	9	-4	1	-4	-1	-4	-14	9	2
Cc1ccc(C(C)NC(=O)c2ccc3c(c2)OCCO3)cc1C (stereo not drawn)	2	-8	17	-3	3	35	13	-4	-8	19	2
CNc1cncc(-c2ccc(NS(C)(=O)=O)cc2)n1	0	-61	33	21	nt	21	-1	-11	-11	-24	nt
COCc1cc(C)nc(N2CCCCC2)c1C#N	-7	-25	9	27	-1	3	2	-5	-11	11	-1
Cc1nc(Nc2ccccc2F)c2nnn(Cc3ccccc3Cl)c2n1	6	-13	2	3	0	8	-4	28	4	7	-18
NC(=O)CSc1nnc(-c2cccc(S(=O)(=O)N3CCOCC3)c2)o1	6	0	-5	0	nt	-3	3	-7	-5	11	nt
COc1ccc(-c2csc(C(C)(O)c3cccnc3)n2)cc1 (stereo not drawn)	-15	28	-18	-11	nt	-20	-3	-5	-4	-53	nt
O=C(Nc1nc(-c2ccc(F)c(F)c2)cs1)Nc1ccc(F)cc1F	61	12	-10	12	2	5	4	-19	7	-63	7
O=C(NN1CCOCC1)c1ccccc1	-8	0	-23	1	-3	8	11	nt	14	-9	0
CCCn1c(SC(C)C(=O)NCC2CCCO2)nc2cc(Cl)ccc2c1=O (stereo not drawn)	16	10	0	1	7	8	-5	-14	-17	15	13
COc1ccc(Br)cc1/C=N/Nc1ccccn1	-29	-11	-19	1	nt	-7	3	-4	3	-16	13
O=c1[nH]c(-c2cccs2)nc2ccccc12	-46	1	2	2	0	-24	-11	-4	2	-84	-13
CN1CCN(CCC(=O)N2c3ccccc3Sc3ccc(Cl)cc32)CC1	6	-13	11	-11	-3	24	5	-4	5	6	-1
Cc1nc(C(F)(F)F)c(C(=O)N=CN(C)C)s1	12	-4	12	7	0	1	1	-5	-6	14	6
CCN(CC)C(=O)c1ccc(S(=O)(=O)c2ccccc2)cc1	10	-14	21	3	6	10	-3	-1	-5	4	5
CC(=O)N1c2ccccc2CCc2ccc([N+](=O)[O-])cc21	6	1	-1	-4	2	3	-4	1	0	21	-1
CCC(=O)Nc1ccc(/C=C(\C(C)=O)C(=O)c2ccccc2)cc1	-48	-21	5	-13	3	-35	17	-15	-3	-7	16
CCN(Cc1nc2ccccc2c(=O)[nH]1)C(=O)COc1ccccc1Cc1ccccc1	17	-5	4	-11	nt	30	10	-2	0	23	7

Next results.
SMILES	Shn3 3UTR inh	NR2E3 ag-1	CF NFkB inh	Vif inh	NR2E3 ag-2	Peg3 prom inh	PDI turbidity	CaV13 ICDI inh	KKLEB cytotox	HIF-2a block	TRPM1 prom inh
CCOC(=O)C(Cc1ccccc1)NC(=O)CCCC(=O)c1ccccc1 (stereo not drawn)	2	-6	1	-11	2	14	-4	-20	5	21	nt
C=CCn1c(SCC(=O)c2cc(C)n(CC3CCCO3)c2C)nnc1-c1ccccc1 (stereo not drawn)	-10	0	4	0	6	2	2	4	3	-1	3
Cn1c(SCC(=O)Nc2ccc(Cl)cc2)nnc1C1CC1	16	-11	-14	-3	3	1	-24	-7	7	-8	-7
COc1ccc(OCC(=O)NCc2nc(-c3ccccc3)no2)cc1	-11	-25	-18	10	nt	6	-4	-2	9	9	12
COc1ccccc1NC(=O)CN1C(=O)NC2(CCCc3ccccc32)C1=O (stereo not drawn)	6	19	-18	nt	2	1	-2	-5	10	5	2
CCOC(=O)Cc1csc(NS(=O)(=O)c2cc(Cl)ccc2Cl)n1	5	13	3	24	-1	-3	-5	16	3	8	-1
CCc1ccc(NC(=O)/C(C#N)=C\c2ccc(OC)c(C(=O)O)c2)cc1	16	-1	3	-2	5	6	-3	-5	-20	0	3
O=S(=O)(NCC1CCCO1)c1ccc(-c2ccc(Cl)cc2)cc1 (stereo not drawn)	19	12	-6	-6	5	6	-9	2	2	-9	-2
O=C(NCc1ccco1)/C(=C/c1ccc([N+](=O)[O-])cc1)NC(=O)c1ccco1	-1	8	2	7	0	7	-14	-6	-2	-1	0
O=C(Nc1ccc2oc(-c3cccnc3)nc2c1)c1ccc2c(c1)OCCO2	-17	-2	3	-3	-233	-15	1	-3	-3	-53	3
Clc1ccc(CN2CCCCCCC2)cc1Cl	4	3	8	nt	-1	6	-5	-5	-7	13	1
O=C(COC(=O)/C=C/c1ccc(Cl)cc1)NCCc1ccccc1	-2	-6	19	0	-1	17	5	-5	-5	19	7
COc1ccc(CCNC(=O)Cn2nc(C)c3c(C)n(-c4ccccc4)nc3c2=O)c(OC)c1	6	-30	0	5	0	26	-4	-7	-6	13	11
CC(C)(C)C(=O)N1CCN(CCN2C(=O)c3cccc4cccc(c34)C2=O)CC1	-3	20	-5	10	2	4	9	-5	14	11	18
CCOC(=O)C1=C(C)Nc2ccccc2N=C1N	3	-19	-6	-3	-2	13	13	1	12	21	3
CCOC(=O)c1c(C)[nH]c(C)c1S(=O)(=O)N(C)CC(=O)NCc1cccc(C)c1	-13	18	9	-1	1	7	-5	-7	-2	2	8
Cc1no[n+]([O-])c1COc1cccc(/C=C2\N=C(c3ccccc3)OC2=O)c1	-4	6	12	-4	-3	14	4	-18	10	23	12
CC(C)n1c(=S)[nH]c2ccccc2c1=O	3	10	-12	nt	-3	3	1	-9	-6	3	0
COc1ccc(NC(=S)N(CCN(C)C)C(C)c2ccco2)cc1 (stereo not drawn)	4	8	-20	-3	-2	-16	10	-19	-20	6	10
Cc1ccc(C(=O)N2CCN(C3CCCCC3)CC2)s1	-10	-3	-10	nt	1	17	12	-8	-26	-9	-2
COCC(C)n1c(C)cc(C(=O)CSc2nnnn2C2CCCC2)c1C (stereo not drawn)	-10	9	4	6	0	-37	-6	-6	-19	-59	2
CN1C(=O)c2ccccc2C(C(=O)O)C1c1cccc(Cl)c1 (stereo not drawn)	-13	14	-5	2	5	15	7	-2	-4	20	-11
c1ccc(N=P(N2CCOCC2)(N2CCOCC2)N2CCOCC2)cc1	-14	-1	-17	-2	0	5	0	-11	-2	8	-4
O=C(CN1C(=O)C2CCCCN2C(=O)c2ccccc21)N1CCCc2ccccc21 (stereo not drawn)	7	-17	0	nt	1	9	-5	nt	1	9	-9
Cc1coc(C)c1C(=O)CC1(O)C(=O)N(C)c2ccc(Cl)cc21 (stereo not drawn)	12	-12	-3	-4	3	7	7	-10	3	7	2

Results in KKLEB cytotox, PDI turbidity and HIF-2a block (2 entries from above):
canonical_smiles	KKLEB cytotox	PDI turbidity	HIF-2a block
CCc1nc(SCC(=O)Nc2ccccc2Cl)n[nH]1	-9	-5	-3
N#Cc1c(C#N)c(O)c2ccccc2c1O	-2	-7	12

Ordered by value in CF NFkB inh (low to high): four of the compounds above
Structure	CF NFkB inh
CC(C)n1c(=S)[nH]c2ccccc2c1=O	-12
Cc1coc(C)c1C(=O)CC1(O)C(=O)N(C)c2ccc(Cl)cc21 (stereo not drawn)	-3
CCc1nc(SCC(=O)Nc2ccccc2Cl)n[nH]1	1
Clc1ccc(CN2CCCCCCC2)cc1Cl	8

(list continues)
SMILES	Shn3 3UTR inh	NR2E3 ag-1	CF NFkB inh	Vif inh	NR2E3 ag-2	Peg3 prom inh	PDI turbidity	CaV13 ICDI inh	KKLEB cytotox	HIF-2a block	TRPM1 prom inh
Cc1csc(NC(=O)c2cccc(Cn3nc(C)c(Br)c3C)c2)n1	18	-10	14	-11	1	-90	17	-4	4	-55	-10
CCOC(=O)c1sc(SCc2ccccc2)c2c1CC(C)(C)CC2=O	31	-11	17	6	4	16	-1	-10	-4	7	-1
CS(=O)(=O)N(CC(=O)N/N=C/c1ccccc1C(=O)O)c1cccc(Cl)c1Cl	-18	10	-4	-2	0	-1	4	-14	10	8	-2
O=C1c2ccccc2C(=O)N1CN(C(=O)c1ccccc1[N+](=O)[O-])c1ccc(F)cc1	-2	0	2	3	-1	7	3	-3	3	10	4
COc1cccc(CNC(=O)N2CCN(S(=O)(=O)c3ccc(C)cc3)CC2)c1	28	-2	4	18	2	-1	-6	-2	-4	6	9
CCOc1ccc(CCNC(=O)COC(=O)COc2ccccc2C)cc1OCC	-1	9	-21	25	-4	10	13	-6	1	4	0
Cc1ccc(/C=C2/NC(=O)N(c3ccccc3)C2=O)o1	34	-12	3	-11	-1	-132	-6	-9	10	-107	-30
COCC(C)NC(=O)c1cc2cc(OC)ccc2[nH]1 (stereo not drawn)	-5	0	10	-14	-1	-16	5	-4	6	-30	3
Cc1cc([N+](=O)[O-])cc2c1NC(=O)C2(O)N1CCCC(C)C1 (stereo not drawn)	-25	-2	12	-12	3	-15	3	-3	-22	8	3
COC(=O)CSc1nnc(CNC(=O)c2cccc(C)c2)n1-c1ccccc1OC	7	-6	4	5	0	14	-1	-5	10	9	-1
CCCCCN(C(=O)CCC(=O)OCC(=O)N1CCCCC1C)c1c(N)n(CCCC)c(=O)[nH]c1=O (stereo not drawn)	8	12	6	-4	0	10	0	-5	5	8	9
O=C(C[C@H]1C[C@H]2c3cc(NS(=O)(=O)c4ccc(F)cc4)ccc3O[C@H]2[C@H](CO)O1)NCc1cc(F)ccc1F	26	-16	20	0	nt	4	5	-4	-2	10	nt
Cc1cc(C)c(NC(N)=S)c(C)c1	-2	7	-8	-4	2	5	6	-21	-15	20	4
CC(=O)OCC1=C(C(=O)OC(C)(C)C)N2C(=O)[C@@H](NC(=O)Cc3ccccc3)[C@H]2SC1	2	12	-23	-6	nt	-3	0	-8	-6	4	2
CC(=O)N1c2ccc(S(=O)(=O)NCC3CCC(C(=O)NCc4ccc(C)cc4)CC3)cc2CC1C (stereo not drawn)	45	15	-38	3	0	-8	-1	-5	4	2	11

Screening data: PubChem BioAssay, several laboratories
